Bim-Mcl-1: inhibitors of Bim-Mcl-1 interaction, human; Bead-based flow cytometry, Bim peptide-Mcl-1 binding; inhibition, % at 10 µM; 0.1% of 190,000 active; AID 1009; in the data active = inhibition above about 40%;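 also: 0% = no compound tracer wells and 100% = peptide blocker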
RGS7-Gao: regulators of human RGS7-Galphao interaction. Multiplexed bead flow cytometry, RGS7-Galphao binding; actives lie on both sides. binding response (% of control), % at 10 µM. 0.35% of 220,000 active; in the data active = binding response below about 49% or above about 150%; inconclusive = no clear call, values can overlap the other calls; inactive = in between;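 also: fluorescent Galphao held in activated GDP-AlF4 state binding bead-coupled RGS7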
RGS4-Gao reg: modulates binding of RGS4 to human Galphao. P09471. Multiplexed bead flow cytometry; actives lie on both sides. 0.33% of 220,000 active. binding response (% of control), % at 10 µM; in the data active = binding response below about 49% or above about 150%; inactive = in between;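 also: fluorescent Galphao activated with aluminum fluoride binding bead-coupled RGS4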
Mcl1-Bid inh: disrupts binding of human Mcl-1 to Bid peptide | Q07820 | AID 1021 | TR-FRET Mcl-1/Bid-Dy647 peptide binding, 1536-well | 0.97% of 220,000 active | inhibition, % at 21.7 µM;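 active = compounds that cut the binding signal by more than half at the single screening dose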;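 also: His-tagged Mcl-1 with europium anti-His antibody binding Bid BH3 peptide; 0% = Mcl-1 plus peptide wells and 100% = peptide-only wells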
RGS8-Gao: human RGS8-Galphao interaction regulation. P09471. multiplexed bead flow cytometry, RGS8-Galphao binding; actives lie on both sides. response (percent of control binding), % at 10 µM. 0.34% of 220,000 active. AID 1423; in the data active = response below about 60% or above about 140%; inactive = in between;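 also: Galphao activated as the GDP aluminium fluoride complex binding bead-coupled RGS8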
ABCB1 block: inhibitors of human ABCB1 transporter, ABCG2 counter-screen | P08183 | AID 1326 | CCRF-Adr cells, JC-1 efflux, flow cytometry | 0.067% of 190,000 active | inhibition, % at 6.6 µM; in the data active = inhibition above about 40%;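 also: 0% = vehicle and 100% = reference inhibitor; higher value means more JC-1 retained so stronger ABCB1 efflux block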
Mcl1 Noxa PPI: Mcl-1/Noxa interaction inhibition | 1.5% of 220,000 active | inhibition, % at 21.7 µM | Q07820 | TR-FRET Mcl-1/Noxa peptide binding, 2 h | AID 1022;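 active = compounds that cut the protein-peptide binding signal by more than 50% relative to plate controls in a single-dose test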;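 also: His-tagged Mcl-1 with rhodamine Noxa BH3 peptide and terbium anti-His antibody; 0% = Mcl-1 plus Noxa peptide wells and 100% = peptide-only wells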
Pf gametocyte: P. falciparum stage V gametocyte viability inhibition | P. falciparum stage V gametocytes, ATP luminescence, 24 h | inhibition, % at 10.9 µM | 0.065% of 150,000 active | AID 743093;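 active = inhibition above the mean plus 3 SD of compounds within the control limits, set per campaign, cut at about 38% in these data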;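 also: 0% = DMSO wells and 100% = medium only without gametocytes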
ABCG2 block: human ABCG2 inhibition, ABCB1 as counter-screen; Q9UNQ0; IgMXP3 cells, JC-1 efflux, flow cytometry; inhibition, % at 6.6 µM; 0.1% of 190,000 active; AID 1325;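 active = inhibition above 80%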;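 also: 0% = DMSO and 100% = nicardipine control wells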
Target sequence (Q9UNQ0 whole entry, looked up): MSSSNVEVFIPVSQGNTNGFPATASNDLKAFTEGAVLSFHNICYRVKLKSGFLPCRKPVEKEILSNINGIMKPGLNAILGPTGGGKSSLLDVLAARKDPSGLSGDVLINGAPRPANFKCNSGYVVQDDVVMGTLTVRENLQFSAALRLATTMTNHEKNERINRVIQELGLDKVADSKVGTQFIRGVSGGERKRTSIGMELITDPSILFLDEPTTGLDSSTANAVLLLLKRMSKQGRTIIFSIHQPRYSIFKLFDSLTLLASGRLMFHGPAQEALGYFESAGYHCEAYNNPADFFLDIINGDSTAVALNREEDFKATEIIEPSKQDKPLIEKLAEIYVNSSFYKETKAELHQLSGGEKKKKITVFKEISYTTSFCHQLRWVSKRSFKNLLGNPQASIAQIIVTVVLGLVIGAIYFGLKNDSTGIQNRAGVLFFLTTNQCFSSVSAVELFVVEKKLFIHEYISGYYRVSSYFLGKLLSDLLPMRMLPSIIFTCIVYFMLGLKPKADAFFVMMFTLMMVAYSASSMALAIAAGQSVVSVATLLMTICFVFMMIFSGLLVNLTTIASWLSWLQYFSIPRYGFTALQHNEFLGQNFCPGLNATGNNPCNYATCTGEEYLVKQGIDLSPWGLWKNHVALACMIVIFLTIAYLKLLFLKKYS
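Read-out basis: Efflux inhibition in percent versus controls | Test system: ABCG2 IgMXP3 and barcoded ABCB1 CCRF-Adr cell mix | Quantity: 3 million cells/mL in well | Schedule: 10 min at 25 °C | Control set: Nicardipine as high control, DMSO as low control | Reagent: JC-1 as fluorescent efflux pump substrate | Signal: Flow cytometry of retained JC-1 fluorescence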
GSH fluor: compound fluoresces at 488/530 nm on GSH beads; GSH beads flow cytometry, compound fluorescence 488/530 nm; active compounds read high; fluorescence (KMESF) at 10 µM; 0.25% of 190,000 active; AID 1776; in the data active = fluorescence above about 89;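 also: glutathione beads carrying GST-tagged Bcl family fusion proteins plus one bare bead set; values are compound well signal with DMSO vehicle wells as background; inactives centre near 16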
Avidin fluor: avidin bead compound fluorescence profile; AID 1775; 0.38% of 220,000 active; fluorescence (KMESF) at 10 µM; Avidin beads, compound fluorescence 488/530 nm, flow cytometry; active compounds read high; in the data active = fluorescence above about 47; also: inactives centre near 10
* hit, by the source's call; ? = inconclusive; nt = no result given; [ ] = another dose, or the depositor's remark.

SMILES	Bim-Mcl-1	RGS7-Gao	RGS4-Gao reg	Mcl1-Bid inh	RGS8-Gao	ABCB1 block	Mcl1 Noxa PPI	Pf gametocyte	ABCG2 block	GSH fluor	Avidin fluor
O=C(NCCc1ccccc1)C1CCCN(S(=O)(=O)c2cccc3nsnc23)C1 (centres undefined)	-4	98	97	-23	99	2.4	13	5	8	12	14
CCCC(=O)NC(NC1CCS(=O)(=O)C1)C(Cl)(Cl)Cl (centres undefined)	-4	11*	22*	-2	34*	-0.1	-16	-5	-2	14	1
N/C(=N\OC(=O)CCCC(=O)O)c1ncc(C(F)(F)F)cc1Cl	-2	102	102	-10	104	-0.3	18	13	-1	16	7
CCCCOc1ccc(-c2nc(-c3cccnc3)no2)cc1	0	103	102	8	101	-0.1	-2	-6	8	46	13
CC(C)CC(=O)NC1(C(F)(F)F)C(=O)N(CC(C)C)C2=C1C(=O)CC(C)(C)C2 (centres undefined)	-1	169*[activator]	165*[activator]	25	155*[activator]	0.2	6	3	1	9	3
O=C(CCn1c(=O)[nH]c2ccccc2c1=O)N1CCN(c2cccc(C(F)(F)F)c2)CC1	-2	98	101	0	101	0.6	-10	6	3	13	38
CC(=O)N1CCN(C(=S)NC(=O)C23CC4CC(CC(C4)C2)C3)CC1	-4	?	103	-19	101	0.3	-1	1	1	11	19
O=C(N/N=C/C=C/c1ccccc1)c1cccc(Br)c1	0	99	99	-20	101	0.4	23	-4	2	10	10
Cn1nnc(NC(=O)c2ccccc2)n1	-4	103	105	-1	104	1.3	-16	nt	7	18	6
Cc1nn(-c2ccccc2)c(N)c1-c1ccccc1	1	104	102	-30	102	0.2	11	-7	6	12	10
COc1ccc(S(=O)(=O)N2CCN(c3c(C)cccc3C)CC2)cc1OC	0	104	102	-28	100	0.4	-25	nt	2	12	7
CCOCCn1c(CN2CCCC(C)C2)nc2c1c(=O)n(C)c(=O)n2C (centres undefined)	nt	?	104	-44	101	nt	8	nt	nt	nt	8
CN(CCOc1ccccc1)CC(=O)Nc1ccc(S(=O)(=O)N2CCCC2)cc1	nt	?	104	13	101	nt	-45	-12	nt	nt	4
O=C(Nc1ccccc1F)c1ccc(CSc2ccccc2)o1	-4	102	102	10	102	-0.5	18	0	22	20	13
CN1CCN(C(=O)N2c3ccccc3C=Cc3ccccc32)CC1	3	100	100	-5	102	0.4	27	-4	1	4	7
O=C(O)COCC(=O)NCc1csc2ccc(Cl)cc12	nt	?	97	24	103	nt	12	-15	nt	nt	10
CCn1c(CNc2ccc(Cl)cc2)nnc1SCc1ccc(Cl)cc1	-5	86	88	-3	77	0.4	4	nt	2	12	12
Cc1c2c(n3c(nc4ccccc43)c1C#N)N(CCCN(C)C)CC2	-2	97	103	-30	99	1.4	22	-17	2	15	13
Cc1ccc(CN2CCN(Cc3cccn3-c3ccccn3)CC2CCO)o1 (centres undefined)	0	86	93	-47	94	2.4	6	9	5	10	4
CCc1ccc(OC)c(S(=O)(=O)NCCOc2ccccc2)c1	-3	94	92	-1	99	1.0	-2	10	13	25	14
Nc1ccc(NC(=O)c2ccc(C(=O)Nc3ccc(N)cc3)cc2)cc1	nt	?	100	62*	101	nt	23	nt	nt	nt	4
COc1ccc(CC(=O)NNC2=Nc3cccc4cccc2c34)cc1	nt	?	105	-7	100	nt	19	-2	nt	nt	8
CCc1ccc(NSc2ccccc2[N+](=O)[O-])cc1	-1	110	103	-12	101	0.1	16	-13	1	34	13
O=C(c1ccccc1)c1ccccn1	1	101	98	-37	99	-0.2	17	3	1	17	12
NC(=O)C1(N2CCCCC2)CCN(C(=O)c2ccccc2)CC1	-5	85	97	-7	88	0.6	0	nt	2	15	20
COc1cc(C(=O)NC(=S)Nc2nccs2)cc(OC)c1OC	0	?	102	-59	101	0.7	3	0	6	14	11
Cc1ccc(C(=O)CSc2cnc3ccccc3n2)cc1C	-3	100	100	-22	98	-0.2	0	4	-3	7	3
O=C(CSc1ccc2ccccc2n1)Nc1nsc(-c2ccc(Cl)cc2)n1	-270	95	96	61*	100	-0.3	19	8	1	68	12
CCOC(=O)c1cnc(-n2nc(C)cc2C)nc1NNc1ncc(-c2ccccc2)cn1	nt	?	102	-80	99	nt	-82	nt	nt	nt	4
O=C(N/N=C(\c1ccccc1)c1cccnc1)C(O)(c1ccccc1)c1ccccc1	1	91	97	-31	94	0.9	-4	-10	4	10	9
CCOc1ccc(/C=N/NC(=O)c2c(C)n(C)c3ccc(OC)cc23)cc1	-1	100	98	-12	99	1.1	25	-8	3	6	2
Cc1cc(C(=O)COC(=O)c2ccc[nH]c2=O)c(C)n1-c1ccc(F)cc1	-2	98	94	-58	101	0.1	14	nt	5	10	9
O=C(OCc1cn(-c2ccc(Cl)c(Cl)c2)nn1)c1ccccc1	-4	101	102	-3	100	0.0	-13	nt	0	12	36
COc1cccc(C2C(C#N)=C(N)Oc3c2oc(CO)cc3=O)c1 (centres undefined)	14	99	97	-5	98	-0.1	7	nt	-2	69	8
Cc1ccsc1/C=N/n1c(C2CCCCC2)n[nH]c1=S	-19	98	89	-71	91	-1.4	19	21	-4	19	7
CC(NC(=O)CCc1nnc(CCCc2ccccc2)o1)c1ccccc1 (centres undefined)	0	96	99	6	99	0.7	-12	50*	2	8	9
O=C(CC1CCCCC1)OCn1nnc2ccccc2c1=O	-1	92	89	10	96	0.4	15	nt	1	41	5
CCOC(=O)CNC(=O)CSc1ncnc2c1cnn2-c1ccc(Cl)cc1	0	93	91	-7	93	0.1	-34	0	2	21	6
Cc1cccc(-c2noc(CNC(=O)Nc3ccc(F)cc3)n2)c1	-1	103	106	10	102	0.4	23	-1	14	14	12
O=C1NC2(CCCC2)C(=O)N1Cc1cc(=O)n2ccsc2n1	nt	?	99	10	94	nt	27	14	nt	nt	1
C#CCOCCOCCOCCNc1nc(N2CCN(C(=O)[C@H](C)n3cc(CCCN=C(N)N)nn3)CC2)nc(N2CCN(C(=O)[C@H](C)n3cc(CCCN=C(N)N)nn3)CC2)n1	-5	102	108	6	103	0.7	15	nt	1	18	11
O=C(N/N=C/c1cccnc1)c1ccc([N+](=O)[O-])cc1	-1	96	98	-5	99	-0.5	10	nt	-1	14	27
Cc1cccc(-n2c(SCC(=O)N3CCCC3)nc3n[nH]c(C)c3c2=N)c1	-1	99	95	6	84	0.9	-1	nt	13	56	6
COc1ccc(C)cc1NC(=O)CN1CCN(S(=O)(=O)c2ccc(C(C)C)cc2)CC1	0	99	100	-5	101	1.9	4	16	5	23	5
S=c1[nH]nc(-c2ccc(Cl)cc2)n1CCCN1CCOCC1	-4	104	102	-22	102	1.4	9	7	22	10	13
Cc1cc(C)c(NC(=O)CCCSc2nnc(N)s2)c(C)c1	-5	103	99	-19	103	0.8	-6	nt	3	26	19
COc1ccc(OCC(=O)NC(=S)Nc2ccc(N3CCOCC3)c(Cl)c2)cc1	-2	105	95	-51	100	0.0	21	nt	1	8	10
O=C(CSc1nnc(-c2cccnc2)n1-c1ccccc1)N1CCN(c2ccc(F)cc2)CC1	-3	117	114	-14	124	0.2	6	-2	0	12	10
O=C(Nc1cccc(-c2nnc(-c3ccccc3)o2)c1)C1CCCO1 (centres undefined)	-2	100	98	-12	98	1.6	-1	nt	9	27	7
N#Cc1cc(Oc2cccnc2)c(Oc2cccnc2)cc1C#N	0	84	91	-54	94	0.1	11	nt	0	12	6
Cc1noc(C)c1C(=O)Nc1ccc(F)cc1	-3	98	100	0	100	0.1	2	-6	5	12	12
CCN(CC)CCCN(Cc1cc2cc(OC)ccc2[nH]c1=O)C(=O)Nc1ccc(F)cc1	1	105	103	-4	102	-0.1	10	nt	-1	10	8
COc1ccc(CN2C(=O)c3ccccc3C2C(=O)NC2CCCCCC2)c(OC)c1 (centres undefined)	-2	100	97	-6	98	4.2	8	-30	5	62	13
CN1CCCCc2c1nc1ccccc1c2N (tested in a mixture with another compound)	0	100	103	4	101	0.4	10	-32	1	18	8
COC(c1ccccc1)c1nnc(CCC(=O)N(C)Cc2cccc(-n3cccn3)c2)o1 (centres undefined)	17	99	106	8	104	2.3	8	3	6	9	4
Cc1c(C(=O)OC/C(O)=C(\C#N)c2nc3ccccc3[nH]2)oc2ccccc12	nt	?	98	-92	98	nt	-18	-3	nt	nt	7
C/C(=N\N1CCN(c2ccccc2)CC1)c1ccncc1	1	104	106	-46	103	0.1	-1	9	1	21	10
CCOc1ccccc1-n1cnc(C#N)c1N	0	96	97	-30	99	0.1	5	-3	-1	12	6
Cc1cc(C)c(NC(=O)C2CCCN2CCC(C)C)c(C)c1 (centres undefined)	-4	103	108	-14	106	0.0	-9	nt	-3	11	21
